bovine MsrA act: bovine methionine sulfoxide reductase A activation. activation, % at 10.6 µM. purified bovine MsrA, absorbance read-out. actives 0.3% (n = 360,000); in the data active = activation above about 7.5%;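 note: 0% = vehicle and 100% = reference activator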
CendR NRP1 mod: modulators of CendR peptide binding to human neuropilin-1 | O14786 | FAM-RPARPAR peptide binding to NRP-1, fluorescence polarization | inhibition, % at 25 µM | actives 0.85% (n = 360,000) | AID 602438;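 active = inhibition or corrected inhibition above about 18%, plus a signal ratio from 0.5 to 1.5, limit read from the data, passing the limit was not always enough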; note: strong numbers were not always called active
SKN-1 block: blocks SKN-1 activity in C. elegans; inhibition, % at 21.8 µM; C. elegans VP596 Pgst-4::GFP/RFP ratio, acrylamide-induced, 24 h; actives 0.49% (n = 360,000); AID 624304;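 active = interference check ratio from 0.5 to 1.5 plus GFP to RFP signal ratio inhibition reaching or exceeding a fixed threshold, cut at about 30% in these data, passing the limit was not always enough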; note: some compounds called inactive have numbers as strong as hits
PABP1 MLLE inh: blocks PAM2 peptide binding to the PABP1 MLLE domain. AID 588489. P11940. GST-MLLE / FITC-PAM2 fluorescence polarization. inhibition, % at 20 µM. actives 0.36% (n = 360,000); in the data active = inhibition above about 35%, passing the limit was not always enough;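 note: plate controls were DMSO wells with GST-MLLE for no effect and wells lacking GST-MLLE protein for full effect; some results filed as inactive read as strong as hits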
MT1-MMP act inh: blocks activation of human MT1-MMP. P50281. HT1080 RFP-PRO-GFP cells, GFP/RFP ratio fluorescence, overnight; percent of plate control window, DMSO zero. GFP/RFP ratio change, % at 20 µM. actives 0.061% (n = 360,000). AID 651647;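 active = GFP/RFP ratio change of at least 30% with cell ATP level not reduced by more than half and red fluorescence within 50% of control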; note: strong numbers were not always called active
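Test system: HT1080 cells expressing an RFP-PRO-GFP fluorescent reporter construct / Compound dosing: single-point 20 µM compound, 1% DMSO / Schedule: cells overnight before dosing, compound overnight, 37 °C, 5% CO2 / Evaluation: GFP/RFP fluorescence ratio / Control set: DMSO and RFP-L50D-GFP cell wells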
Rin1 Abl inh: human Rin1-Abl interaction inhibition; TR-FRET Rin1/Abl binding, biochemical; inhibition, % at 7.35 µM; actives 0.4% (n = 360,000); in the data active = inhibition above about 5%, passing the limit was not always enough
Neddyl block: blocks human cullin neddylation; TR-FRET cullin neddylation, biochemical; actives 0.58% (n = 360,000); calls only at 25 µM; AID 651699; in the data active = inhibition above about 36%
E coli Lon inh: inhibits E. coli Lon protease | inhibition, % at 7.94 µM | purified E. coli Lon protease, fluorescence polarization | P0A9M0 | actives 0.42% (n = 360,000) | AID 602123; in the data active = inhibition above about 13%, passing the limit was not always enough;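 note: 0% = enzyme with probe and DMSO and 100% = no enzyme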
Target sequence (P0A9M0 whole entry, looked up): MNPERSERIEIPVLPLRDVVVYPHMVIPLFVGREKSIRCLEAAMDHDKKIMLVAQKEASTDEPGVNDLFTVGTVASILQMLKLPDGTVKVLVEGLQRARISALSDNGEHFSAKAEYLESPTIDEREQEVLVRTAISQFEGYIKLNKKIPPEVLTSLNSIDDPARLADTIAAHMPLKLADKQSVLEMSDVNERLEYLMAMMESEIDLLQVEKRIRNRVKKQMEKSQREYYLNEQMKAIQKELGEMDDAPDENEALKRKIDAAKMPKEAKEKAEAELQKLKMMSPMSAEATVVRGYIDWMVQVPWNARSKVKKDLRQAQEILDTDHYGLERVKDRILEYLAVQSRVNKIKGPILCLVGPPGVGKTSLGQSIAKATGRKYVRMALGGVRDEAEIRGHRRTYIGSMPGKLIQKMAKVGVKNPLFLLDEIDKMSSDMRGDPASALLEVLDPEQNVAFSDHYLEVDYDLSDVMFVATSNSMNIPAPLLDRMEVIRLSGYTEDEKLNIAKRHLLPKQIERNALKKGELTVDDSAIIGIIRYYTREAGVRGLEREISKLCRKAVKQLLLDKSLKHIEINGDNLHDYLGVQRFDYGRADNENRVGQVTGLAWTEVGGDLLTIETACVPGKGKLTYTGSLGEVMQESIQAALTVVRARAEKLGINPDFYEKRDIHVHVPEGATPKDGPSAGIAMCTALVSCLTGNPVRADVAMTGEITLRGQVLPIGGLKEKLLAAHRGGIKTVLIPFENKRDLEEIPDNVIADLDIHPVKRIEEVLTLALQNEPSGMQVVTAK
FAS-TE inh: inhibitors of human fatty acid synthase thioesterase domain; P49327; recombinant FAS-TE, OMFH fluorogenic substrate, fluorescence endpoint; inhibition, % at 15 µM; actives 0.67% (n = 360,000); AID 602261;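 active = compounds whose normalised, plate-corrected inhibition of enzyme fluorescence in the single-dose primary screen is 50% or more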;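 note: 0% = DMSO with enzyme and 100% = substrate without enzyme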
* hit, by the source's call; i = inactive; · = no result given; + = active, no number; & = joins results of further samples. Rows are unselected (roughly 4% active in at least one column).

SMILES	bovine MsrA act	CendR NRP1 mod	SKN-1 block	PABP1 MLLE inh	MT1-MMP act inh	Rin1 Abl inh	Neddyl block	E coli Lon inh	FAS-TE inh
COc1cc(/C=C2/NC(=O)NC2=O)ccc1OCC(=O)Nc1ccc(F)cc1	-5	5	14	-3	5	0	i	-4	-12
O=Cc1ccccc1OCCOc1ccccc1C=O	-1	-20	-2	5	8	-1	i	9	-8
Cc1nc(NC(=O)c2ccncc2)sc1C(=O)N(C)C	-7	6	-5	-24	-2	-2	i	6	1
Cn1c(=N)n(CC(=O)c2ccc(Cl)c(Cl)c2)c2ccccc21	-3	8	16	-11	-2	2	i	-6	6
COc1ccc(Oc2nc3ccccc3n3cccc23)cc1	-2	-3	9	-2	0	-2	i	1	16
Cc1cccc(CNC(=O)c2ccccc2N)c1	-1	2	11	-26	8	-5	·	5	-2
CCOC(=O)N1CCN(c2ccc(Cl)c(Cl)c2)CC1	-3	-5	25	11	-4	0	i	8	11
O=c1c(Br)c(N2CCCCC2)cnn1-c1ccccc1	-5	11	1	7	-1	1	i	1	-8
Cc1ccc(Cl)cc1NC(=O)N(C)CCO	-6	-6	-2	3	-7	2	i	-1	-2
COc1cc(OC)cc(-c2c(Sc3ccccc3)c3cc(-c4ccc(OC)nc4)ccc3n2C)c1	-1	-9	4	·	2	·	i	-8	26
CCCn1c(SCC(=O)Nc2nnc(CC)s2)nnc1-c1ccncc1	-2	-31	0	-3	2	0	i	-5	-8
Cc1ccc(Nc2nnc(SCC(=O)NCC3CCCO3)s2)cc1C (configuration not stated)	-7	-5	-16	-17	-2	0	i	-1	-3
CC(C)C(C(=O)Nc1ccc(S(N)(=O)=O)cc1)N1C(=O)c2ccccc2C1=O (configuration not stated)	-2	15	-3	14	-2	1	i	-13	-4
CC(C)[C@H](NC(=O)OCc1ccccc1)C(=O)OCC(=O)N1C(C)CCCC1C (some centres not stated)	-1	0	-1	4	-3	5	i	-7	-1
COc1ccc(-c2ccc(C(=O)Nc3cccc(C(F)(F)F)c3)c3occc23)c(C)c1	-2	13	23	6	-2	0	i	3	23
CCOC(=O)CSc1ccc2nnc(CCNS(=O)(=O)c3ccccc3)n2n1	-2	6	2	2	-3	1	i	8	-8
Cc1c(CN2CCC(CO)(CCOc3ccccc3)CC2)c(=O)n(-c2ccccc2)n1C	-2	17	-7	9	4	2	i	-5	-5
Cc1ccc(NC(=S)N2CCCC2)cc1	-4	-8	-3	-115	-1	1	i	0	-9
C=CCC12C=C(OC)C(=O)OC(OC)(C1O)[C@H](c1ccc3c(c1)OCO3)[C@H]2C (some centres not stated)	-7	4	10	9	-1	3	i	0	-2
CN(CCO)c1nc(N)c(C#N)c(CC#N)c1C#N	-3	-8	-4	-12	-5	2	i	0	-4
N#CCCN(C(=O)CO/N=C/c1cccc([N+](=O)[O-])c1)c1ccccc1	1	8	7	-6	0	0	i	0	3
C=CCN1C(=O)/C(=C2/Sc3ccccc3N2CCCS(=O)(=O)O)SC1=S	-13	-35	7	41*	4	3	i	-5	-2
O=C(Nc1nnc(-c2cccs2)s1)c1cccc(F)c1	-5	0	24	13	4	0	·	-4	0
CC(C)COC(=O)Nc1ccccc1C(=O)N1CCOCC1	-3	-2	4	10	-4	-2	i	-9	-1
COC(=O)Nc1ccc(S(=O)(=O)N2CCCCCC2)cc1	-6	-5	1	5	2	-1	i	-7	-4

Copied from the list.
bovine MsrA act result of CCCn1c(SCC(=O)Nc2nnc(CC)s2)nnc1-c1ccncc1 = -2
Rin1 Abl inh result of O=c1c(Br)c(N2CCCCC2)cnn1-c1ccccc1 = 1
PABP1 MLLE inh result of Cc1cccc(CNC(=O)c2ccccc2N)c1 = -26
PABP1 MLLE inh result of COc1cc(/C=C2/NC(=O)NC2=O)ccc1OCC(=O)Nc1ccc(F)cc1 = -3

Additional structures follow:
SMILES	bovine MsrA act	CendR NRP1 mod	SKN-1 block	PABP1 MLLE inh	MT1-MMP act inh	Rin1 Abl inh	Neddyl block	E coli Lon inh	FAS-TE inh
COc1ccc(NC(=O)NCCN2CCc3ccccc3C2)cc1	-1	-14	4	-6	3	2	i	-4	-3
COc1ccc(NC(=O)COC(=O)/C=C/C(=O)OCC(=O)Nc2ccc(OC)c(Cl)c2)cc1Cl	-2	-4	6	-34	0	0	i	-7	-3
Cc1ccc2ccccc2c1NC(=O)c1ccco1	-2	10	4	-5	0	3	i	-8	-5
O=C(Nc1ccc2c(c1)OCO2)c1cncc(Br)c1	-2	7	1	-2	0	6	i	0	-10
COc1ccccc1C1CC(c2ccc(C)cc2)Nc2ncnn21 (configuration not stated)	3	3	15	-9	2	3	i	1	4
CCOc1ccc(Cl)cc1S(=O)(=O)N1CCCC1	-2	3	-4	7	3	0	i	1	-1
CCOC(=O)CNc1c(-c2ccc(Cl)cc2)nc2cnccn12	-3	-2	-8	-3	-3	-7	·	1	-5
O=C(CCn1cccc1)NC1CCCc2ccccc21 (configuration not stated)	3	-8	-16	0	-2	2	i	-2	0
Cc1ccccc1NCN1C(=O)C2CCC(C)(C1=O)C2(C)C (configuration not stated)	-2	1	13	-11	2	2	i	8	-1
O=C(NCc1ccc(F)cc1)c1[nH]c(C(F)(F)F)nc1-c1ccccc1	-2	4	-14	11	-1	0	i	-7	-4
O=C(NCc1ccncc1)Nc1cccc([N+](=O)[O-])c1	-3	10	3	3	3	-3	i	6	13
CC(C)N1CCC1(C)C(=O)Nc1ccc2scnc2c1 (configuration not stated)	1	-4	1	-5	-2	0	i	-16	-8
Cc1nnc(NC(=O)CSc2nc3[nH]ncc3c(=O)[nH]2)s1	-8	0	5	-16	-1	-1	i	2	-12
COc1ccc(S(=O)(=O)N2CCN(C(=O)c3cc(-c4ccc(C)cc4)n[nH]3)CC2)cc1	1	-3	-4	13	4	2	i	2	0
O=C(COC(=O)c1ncc(Cl)c(Cl)c1Cl)NC1CCS(=O)(=O)C1 (configuration not stated)	0	6	1	5	0	5	i	1	-6
COC(=O)CSc1n[nH]c(-c2ccncc2)n1	-3	-6	17	-5	1	2	i	3	-5
CCOC(=O)c1noc(C)c1C(=O)Nc1cccc(F)c1	2	-7	6	-41	0	2	i	-5	0
Oc1ccc(C[C@H]2CNC(=S)N2CC2CCCN2C[C@H](Cc2ccc(O)cc2)N2C[C@H](Cc3ccccc3)N(CC3CCCCCC3)C2=S)cc1 (some centres not stated)	-12	4	-7	24	-3	1	i	-4	-85
N/C(=N\N=C\c1ccc(O)c(O)c1)c1nonc1N	-2	1	7	-8	3	-1	i	-3	-1
O=C(CCc1ccccc1)N/N=C/c1cc(Br)ccc1O	-6	12	-6	-2	-2	-2	i	5	45
O=C1c2ccccc2-c2nc3ccccc3n21	-1&1	3&0	-12&-15	-1&1	1&4	0&1	i	-16&5	-2&-1
CCCCN1CN=C(Nc2nc3ccccc3o2)NC1	-1	-6	8	11	-4	1	i	5	-3
C=C(C)C(=O)Nc1cccc(C2=NOC3(C2)C[C@H](C(N)=O)N(C(=O)CC)C3)c1 (some centres not stated)	-2	-43	1	10	-2	0	i	-6	-11
COCc1c(C(=O)NCC(c2ccco2)N2CCCC2)oc2ccccc12 (configuration not stated)	-1	-13	6	-19	4	0	i	-3	1
Cc1cc(Br)c(OCc2ccc(C(=O)N/N=C3\CC(=O)CC(C)(C)C3)cc2)c(Br)c1	0	-12	-11	-10	-4	2	i	-7	-3

New compounds follow.
SMILES	bovine MsrA act	CendR NRP1 mod	SKN-1 block	PABP1 MLLE inh	MT1-MMP act inh	Rin1 Abl inh	Neddyl block	E coli Lon inh	FAS-TE inh
COc1ccc(N2CCN(C(=O)CCc3nnc4ccc(N5CCOCC5)nn34)CC2)cc1	-7	-4	1	-15	-3	-1	i	-12	-11
CCN1CCN(c2nn3c(=O)c4ccccc4nc3c3ccccc23)CC1	-2	-5	7	-6	2	-7	i	-4	-9
Cc1ccc(C)c(N(C(=O)c2csnn2)C(C(=O)NC2CCCCC2)c2ccccn2)c1 (configuration not stated)	-3	4	9	-8	-1	1	i	1	-1
CC(C)(C)c1ccc(NC(=O)COC(=O)c2ccc3ncsc3c2)cc1	-3	-9	0	-5	-1	6	i	1	0
COc1ccccc1C(CNC(=O)CNC(=O)c1ccc(Cl)c(Cl)c1)N1CCCC1 (configuration not stated)	-4	7	13	-1	-1	4	i	0	-1
CCOc1ccc(-c2nnc(-c3cccs3)o2)cc1	-1	-8	70*	-4	0	3	·	8	4
COc1ccc(NC(=O)N2CCCC(CNS(=O)(=O)c3cccs3)C2)c(C)c1 (configuration not stated)	-2	7	8	-7	-2	-2	i	5	-2
Brc1ccc(/C=N/Nc2nc3ccccc3o2)cc1	-1	-5	7	10	4	-2	i	-8	3
CCCN(CC(=O)Nc1ccccc1OC)C(=O)c1ccc(COc2ccccc2)o1	-4	4	9	2	3	-1	i	-6	12
COc1ccc(N=Nc2ccc(CO)cc2)cc1	-2	9	26	0	5	-2	i	6	4
CN(Cc1ccccc1F)C(=O)CN1c2cccc3cccc(c23)S1(=O)=O	-4	-16	-16	-5	2	2	+	-6	3
Cc1cc(NC(=O)CCC(=O)N(CC(=O)NC2CCCC2)c2cccc(C)c2C)no1	-2	10	10	-7	-4	1	i	3	-6
COCCSc1ccccc1C(=O)Nc1cc(C)ccn1	-1	0	8	3	2	2	i	1	-8
CCCCN1C(=O)C(=O)NC[C@@H]1CC1CCCCC1	-4	-6	10	·	5	·	i	-6	-3
O=C(CNS(=O)(=O)c1ccccc1)N/N=C\c1ccc(Cl)cc1	-6	-4	3	-4	-1	4	i	-18	-3

Entries of single compounds, quoted from the list:
`COCCSc1ccccc1C(=O)Nc1cc(C)ccn1` across the screens: bovine MsrA act: -1; CendR NRP1 mod: 0; SKN-1 block: 8; PABP1 MLLE inh: 3; MT1-MMP act inh: 2; Rin1 Abl inh: 2; Neddyl block: i; E coli Lon inh: 1; FAS-TE inh: -8
`COc1ccccc1C(CNC(=O)CNC(=O)c1ccc(Cl)c(Cl)c1)N1CCCC1` (configuration not stated) across the screens: bovine MsrA act: -4; CendR NRP1 mod: 7; SKN-1 block: 13; PABP1 MLLE inh: -1; MT1-MMP act inh: -1; Rin1 Abl inh: 4; Neddyl block: i; E coli Lon inh: 0; FAS-TE inh: -1

Of the compounds above, 8 contain two or more sulfur atoms.
SMILES	bovine MsrA act	CendR NRP1 mod	SKN-1 block	PABP1 MLLE inh	MT1-MMP act inh	Rin1 Abl inh	Neddyl block	E coli Lon inh	FAS-TE inh
CCCn1c(SCC(=O)Nc2nnc(CC)s2)nnc1-c1ccncc1	-2	-31	0	-3	2	0	i	-5	-8
Cc1ccc(Nc2nnc(SCC(=O)NCC3CCCO3)s2)cc1C (configuration not stated)	-7	-5	-16	-17	-2	0	i	-1	-3
CCOC(=O)CSc1ccc2nnc(CCNS(=O)(=O)c3ccccc3)n2n1	-2	6	2	2	-3	1	i	8	-8
C=CCN1C(=O)/C(=C2/Sc3ccccc3N2CCCS(=O)(=O)O)SC1=S	-13	-35	7	41*	4	3	i	-5	-2
O=C(Nc1nnc(-c2cccs2)s1)c1cccc(F)c1	-5	0	24	13	4	0	·	-4	0
Cc1nnc(NC(=O)CSc2nc3[nH]ncc3c(=O)[nH]2)s1	-8	0	5	-16	-1	-1	i	2	-12
Oc1ccc(C[C@H]2CNC(=S)N2CC2CCCN2C[C@H](Cc2ccc(O)cc2)N2C[C@H](Cc3ccccc3)N(CC3CCCCCC3)C2=S)cc1 (some centres not stated)	-12	4	-7	24	-3	1	i	-4	-85
COc1ccc(NC(=O)N2CCCC(CNS(=O)(=O)c3cccs3)C2)c(C)c1 (configuration not stated)	-2	7	8	-7	-2	-2	i	5	-2

Structures above printed as active in Neddyl block:
| SMILES | bovine MsrA act | CendR NRP1 mod | SKN-1 block | PABP1 MLLE inh | MT1-MMP act inh | Rin1 Abl inh | Neddyl block | E coli Lon inh |
| --- | --- | --- | --- | --- | --- | --- | --- | --- |
| CN(Cc1ccccc1F)C(=O)CN1c2cccc3cccc(c23)S1(=O)=O | -4 | -16 | -16 | -5 | 2 | 2 | + | -6 |
